High-throughput results: PubChem, several laboratories
MT1-MMP act inh: blocks activation of human MT1-MMP; P50281; HT1080 RFP-PRO-GFP cells, GFP/RFP ratio fluorescence, overnight; percent of plate control window, DMSO zero; GFP/RFP ratio change, % at 20 µM; 360,000 compounds, 0.061% hits; AID 651647;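 active = GFP/RFP ratio change of at least 30% with cell ATP level not reduced by more than half and red fluorescence within 50% of control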; also: strong numbers were not always called active
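Compound: 20 µM single dose, 1% DMSO / System: HT1080 RFP-PRO-GFP cells / Controls: DMSO and RFP-L50D-GFP cell wells / Read-out basis: GFP/RFP fluorescence ratio / Schedule: overnight compound exposure at 37 °C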
Rpn11 block: inhibitors of human proteasome Rpn11 | human 26S proteasome, Ub4-pepOG fluorescence polarization; 20S core pre-blocked with epoxomicin | AID 588493 | 360,000 compounds, 0.59% hits | calls only at 20 µM;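 active = inhibition at 20 µM, scaled to each plate's controls, above about 33%, limit read from the data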
FAS-TE inh: FAS thioesterase (human) inhibition; 360,000 compounds, 0.67% hits; AID 602261; inhibition, % at 15 µM; recombinant FAS-TE, OMFH fluorogenic substrate, fluorescence endpoint;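 active = compounds whose normalised, plate-corrected inhibition of enzyme fluorescence in the single-dose primary screen is 50% or more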;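 also: 0% = DMSO with enzyme and 100% = substrate without enzyme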
CSN inh: CSN deneddylation inhibition. Q92905. Purified CSN, SCF-Nedd8-OG deneddylation, fluorescence polarization. inhibition, % at 12.5 µM. 360,000 compounds, 0.38% hits;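 active = pattern-corrected inhibition above about 35%, with an unprinted fluorescence ratio check between 0.5 and 1.5, limit read from the data, passing the limit was not always enough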;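 also: 0% = enzyme with substrate and 100% = substrate without enzyme; some results filed as inactive read as strong as hits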
Target sequence (Q92905 whole entry, looked up, one chain of several): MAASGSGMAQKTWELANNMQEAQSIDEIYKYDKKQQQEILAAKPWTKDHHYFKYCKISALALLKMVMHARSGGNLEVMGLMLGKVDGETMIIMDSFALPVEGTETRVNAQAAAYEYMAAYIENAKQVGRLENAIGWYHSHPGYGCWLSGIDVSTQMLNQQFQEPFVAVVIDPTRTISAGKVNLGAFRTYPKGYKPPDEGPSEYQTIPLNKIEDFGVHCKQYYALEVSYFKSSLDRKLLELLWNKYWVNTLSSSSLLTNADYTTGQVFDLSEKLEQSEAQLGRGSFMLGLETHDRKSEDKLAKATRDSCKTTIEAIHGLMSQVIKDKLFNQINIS
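Assay system: purified human Csn5 enzyme expressed in HEK293T cells; measure: % inhibition; also added: SCFSkp2-Nedd8OG substrate at 10 nM final; technique: fluorescence polarization; times: reaction 90 min, room temperature; medium: Tris buffer pH 7.5, NaCl, DTT, Tween-20, trehalose, ovalbumin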
NadD block: blocks S. aureus nicotinate mononucleotide adenylyltransferase; purified NadD enzyme, colorimetric absorbance read-out; inhibition, % at 20 µM; 360,000 compounds, 0.78% hits; in the data active = inhibition above about 26%; also: some compounds past the cut are filed as inactive
Neddyl block: cullin neddylation inhibition; 360,000 compounds, 0.58% hits; calls only at 25 µM; P61081+Q13564; AID 651699; TR-FRET cullin neddylation, biochemical; in the data active = inhibition above about 36%
MLLE-PAM2 inh: inhibitors of microRNA-mediated deadenylation, human PABP1 MLLE binding; P11940; inhibition, % at 20 µM; GST-MLLE / FITC-PAM2 fluorescence polarization; 360,000 compounds, 0.36% hits; in the data active = inhibition above about 35%, passing the limit was not always enough;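 also: plate controls were DMSO wells with GST-MLLE for no effect and wells lacking GST-MLLE protein for full effect; some results filed as inactive read as strong as hits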
Target sequence (P11940 whole entry, looked up): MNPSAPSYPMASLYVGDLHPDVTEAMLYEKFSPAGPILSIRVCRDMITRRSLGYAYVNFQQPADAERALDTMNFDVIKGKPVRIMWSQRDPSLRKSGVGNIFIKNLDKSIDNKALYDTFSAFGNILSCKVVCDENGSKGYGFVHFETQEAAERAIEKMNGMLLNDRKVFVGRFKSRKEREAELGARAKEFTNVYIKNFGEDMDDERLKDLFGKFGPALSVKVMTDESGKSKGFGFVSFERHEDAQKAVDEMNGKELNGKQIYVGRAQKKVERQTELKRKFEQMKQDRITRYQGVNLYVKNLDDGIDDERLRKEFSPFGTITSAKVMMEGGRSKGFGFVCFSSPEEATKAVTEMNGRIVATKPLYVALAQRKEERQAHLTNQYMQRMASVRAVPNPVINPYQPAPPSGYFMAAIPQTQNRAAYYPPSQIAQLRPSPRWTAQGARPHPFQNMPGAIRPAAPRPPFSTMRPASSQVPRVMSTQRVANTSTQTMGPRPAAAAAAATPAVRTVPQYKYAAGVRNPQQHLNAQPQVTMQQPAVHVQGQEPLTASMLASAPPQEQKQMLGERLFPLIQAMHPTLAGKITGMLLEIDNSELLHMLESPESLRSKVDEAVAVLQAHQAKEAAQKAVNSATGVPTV
SKN-1 block: blocks SKN-1 activity in C. elegans; C. elegans VP596 Pgst-4::GFP/RFP ratio, acrylamide-induced, 24 h; inhibition, % at 21.8 µM; 360,000 compounds, 0.49% hits; AID 624304;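 active = interference check ratio from 0.5 to 1.5 plus GFP to RFP signal ratio inhibition reaching or exceeding a fixed threshold, cut at about 30% in these data, passing the limit was not always enough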; also: some compounds called inactive have numbers as strong as hits
Rin1-Abl PPI inh: inhibitors of human Rin1-Abl protein interaction; P00519+Q13671; TR-FRET Rin1/Abl binding, biochemical; inhibition, % at 7.35 µM; 360,000 compounds, 0.4% hits; in the data active = inhibition above about 5%, passing the limit was not always enough
Numbers without * were called inactive; i = inactive; x = no result given; + = active, no number. No enrichment for hits; any-hit rate near 3.9%.

SMILES	MT1-MMP act inh	Rpn11 block	FAS-TE inh	CSN inh	NadD block	Neddyl block	MLLE-PAM2 inh	SKN-1 block	Rin1-Abl PPI inh
CC1CC(c2ccccc2)n2nc(NC(=O)c3cccs3)nc2N1 (stereo not given)	-0.2	i	-4.7	0.4	1.0	i	10.0	2.1	1.7
CCCCOC(=O)CCNc1n[nH]c(=O)[nH]c1=O	0.4	i	-6.6	2.8	3.3	i	-4.5	25.9	5.1
CN(C(=O)COC(=O)c1ccc(NS(=O)(=O)c2cccs2)cc1)C1CCCCC1	6.7	i	-2.5	-6.4	3.7	i	5.4	-5.6	-5.0
CC1CC1C(=O)OCC(=O)NC(=O)c1ccccc1 (stereo not given)	-2.5	i	-4.5	-5.0	-4.9	i	-4.4	-2.3	2.2
Cc1cccc(C2=NN(c3ccc(Br)cc3)[C@@H](C(=O)N3CCOC3=O)[C@@H]2c2ccc(Cl)cc2)c1	-3.8	i	74.3*	-3.6	19.7	x	0.6	-17.5	-2.1
CN(CC(=O)Nc1ccc(F)cc1)C(=O)c1cc2c(s1)CCCCC2	3.9	i	7.9	-1.6	-3.8	i	-9.2	14.8	0.9
CCCNC(=O)CCCCn1c(=S)[nH]c2c([nH]c3ccc(OC)cc32)c1=O	8.0	i	-2.5	5.7	5.3	i	-16.5	0.1	-0.3
C=CCNC(=S)N1CCOCC1	3.7	i	-3.9	-4.9	-8.8	i	-76.5	-0.8	-2.2
CCC1Oc2ccc(C)cc2N(CC(=O)NCC2CCCO2)C1=O (stereo not given)	0.3	i	-4.3	4.2	3.2	i	-0.8	16.8	0.6
COc1ccc(NC(=O)COC(=O)c2cc([N+](=O)[O-])ccc2N2CCOCC2)cc1	2.9	i	79.5*	-4.9	-0.4	i	-12.7	19.0	-6.8
Cc1ccc(NC(=O)C2CCN(S(=O)(=O)c3ccc4[nH]c(=O)ccc4c3)CC2)c(C)c1	5.2	i	-2.9	0.3	-0.1	i	-20.1	0.3	-2.2
Cc1sc2nc(CN3CCCCC3)nc(N3CCN(C(=O)c4ccco4)CC3)c2c1C	-10.5	i	-0.3	9.9	-2.3	i	4.6	1.8	1.7
CCOc1ccc(-c2nnc(-c3ccc(OC)cc3)o2)cc1	-0.6	i	4.7	-5.7	0.6	i	0.5	2.6	-1.3
CC(C(=O)c1ccccc1)C(O)c1ccccn1 (stereo not given)	2.8	i	-7.5	-2.6	2.9	i	3.2	27.0	-1.9
O=C(O)c1cccnc1Sc1ccc(Cl)cc1	-2.2	i	-9.6	-7.3	-3.7	i	6.4	-1.6	0.3
C/C(=N\NC(=O)c1ccccc1)c1ccc(C)c([N+](=O)[O-])c1	7.5	i	-0.3	-8.8	-7.7	i	0.5	9.5	-1.0
O=C(Nc1nnc(C2=COCCO2)o1)c1ccc(Br)cc1	-0.4	i	-32.0	5.2	1.0	i	-4.2	4.6	1.1
Cn1cc(C(=O)N/N=C/C(Br)=C\c2ccccc2)ccc1=O	-7.9	i	-5.2	0.9	-8.0	i	-6.3	-16.3	-3.6
O=C1CCCC2=C1C(c1ccncc1)c1c(nc(SCc3ccccc3Cl)[nH]c1=O)N2 (stereo not given)	0.1	i	-9.6	1.8	23.2	x	-3.2	13.3	0.9
Cc1ccc(C)c2nc(SCC(=O)NCc3cccs3)c(C#N)cc12	3.4	i	-10.9	-1.9	5.7	i	-3.5	-5.2	1.8
Cn1c(-c2cc(Cl)ccc2O)nc2c1c(=O)[nH]c(=O)n2Cc1ccccc1	-4.2	i	3.3	-10.9	-1.2	x	1.0	13.2	4.9
COc1ccc(NC2CCCN(C(=O)CCN3CCCO3)C2)cc1 (stereo not given)	1.0	i	-3.1	-3.1	5.5	i	8.9	5.2	-2.0
COc1ccc(N2CCN(CC(=O)Nc3cc(C)cc(C)c3)CC2)cc1	1.8	i	7.0	1.9	-3.1	i	5.2	-24.0	2.1
O=C(Cn1c(-c2ccccn2)nc2ccccc21)N/N=C/c1ccccn1	-0.7	i	-3.0	-0.9	-1.1	i	3.5	-7.3	-3.8
COc1ccc(NS(=O)(=O)c2cccc(C(=O)Nc3ccccc3C(=O)O)c2)cc1	-1.5	i	1.9	-0.8	-4.8	i	15.8	-17.4	1.8

Single records (already shown). Values in the order: MT1-MMP act inh	Rpn11 block	FAS-TE inh	CSN inh	NadD block	Neddyl block	MLLE-PAM2 inh	SKN-1 block	Rin1-Abl PPI inh
Record of `Cn1cc(C(=O)N/N=C/C(Br)=C\c2ccccc2)ccc1=O` → -7.9	i	-5.2	0.9	-8.0	i	-6.3	-16.3	-3.6
Record of `CC1CC(c2ccccc2)n2nc(NC(=O)c3cccs3)nc2N1` (stereo not given) → -0.2	i	-4.7	0.4	1.0	i	10.0	2.1	1.7
Record of `O=C(Nc1nnc(C2=COCCO2)o1)c1ccc(Br)cc1` → -0.4	i	-32.0	5.2	1.0	i	-4.2	4.6	1.1
Record of `CCOc1ccc(-c2nnc(-c3ccc(OC)cc3)o2)cc1` → -0.6	i	4.7	-5.7	0.6	i	0.5	2.6	-1.3
Record of `CN(C(=O)COC(=O)c1ccc(NS(=O)(=O)c2cccs2)cc1)C1CCCCC1` → 6.7	i	-2.5	-6.4	3.7	i	5.4	-5.6	-5.0

Back to the main list with the 2 entries that preceded the break.
SMILES	MT1-MMP act inh	Rpn11 block	FAS-TE inh	CSN inh	NadD block	Neddyl block	MLLE-PAM2 inh	SKN-1 block	Rin1-Abl PPI inh
O=C(Cn1c(-c2ccccn2)nc2ccccc21)N/N=C/c1ccccn1	-0.7	i	-3.0	-0.9	-1.1	i	3.5	-7.3	-3.8
COc1ccc(NS(=O)(=O)c2cccc(C(=O)Nc3ccccc3C(=O)O)c2)cc1	-1.5	i	1.9	-0.8	-4.8	i	15.8	-17.4	1.8
Cc1nn(CC(=O)Nc2ccc(F)cc2)c(=O)c2ccccc12	-0.2	i	-4.7	-2.7	-4.0	i	-8.9	0.7	2.9
COC(=O)c1cccc(NC(=O)Cc2nc(-c3ccccc3)sc2-c2ccc(C)cc2)c1	-0.2	i	23.2	-15.5	3.7	i	11.7	9.5	-1.5
Cc1cccc(C(=O)N(Cc2nc3ccccc3c(=O)[nH]2)C2CCCCC2)c1	0.5	i	2.1	-3.0	-3.4	i	-4.7	-3.6	0.1
O=C(CCC1CCCN(c2ncccn2)C1)NCc1ccc(F)c(F)c1 (stereo not given)	-4.1	i	-6.1	4.5	-1.6	i	-7.6	0.2	-2.6
Cc1noc(C)c1CSc1ccc2ccccc2n1	1.1	i	12.1	-0.9	-4.1	i	-7.9	16.9	-4.0
O=C(CSc1ccc2ccccc2n1)c1ccc2c(c1)OCO2	3.9	i	26.1	-4.6	6.7	i	-8.9	-23.1	-2.6
CCN(CC)c1ccc(S(=O)(=O)N2CCOCC2)cc1NC(=O)COC(=O)C1=COCCO1	3.1	i	-2.4	0.3	-1.2	i	7.7	4.1	1.6
Cc1nc2scc(C)n2c(=O)c1S(=O)(=O)NC(C)c1ccccc1 (stereo not given)	0.2	i	-2.4	-0.8	-5.3	x	2.4	8.6	5.5
CC(C)COC(=O)NCC12C=CC(O1)C1C(=O)N(c3ccc(Cl)cc3)C(=O)C12 (stereo not given)	7.4	i	-1.1	1.1	-5.9	i	35.8	6.0	-0.3
Cc1cc([N+](=O)[O-])ccc1NC(=O)C(C)N1CCN(c2ccccn2)CC1 (stereo not given)	3.9	i	10.4	0.8	-2.6	i	11.8	-9.5	-0.4
Cc1ccc(S(=O)(=O)N2c3ccccc3OCC2c2ccccc2)cc1 (stereo not given)	-5.0	i	22.7	0.7	0.0	i	2.3	-9.7	4.0
O=C(COc1ccccc1Cc1ccccc1)Nc1cccc(S(=O)(=O)N2CCOCC2)c1	2.2	i	17.1	-6.1	-8.3	i	9.0	-11.9	3.0
CN(C)S(=O)(=O)N1CCN(S(=O)(=O)N(C)C)CC1	-5.9	i	-8.3	-4.8	-0.6	i	-3.3	11.3	-1.1
CCCc1cc(=O)n2[nH]c(-c3ccccc3)cc2n1	3.3	i	-5.1	-0.7	-3.0	x	14.1	8.2	-0.2
CCOc1cc(C(=S)N2CCOCC2)ccc1OS(=O)(=O)c1ccc(Br)cc1	0.7	i	25.1	-0.6	-7.9	i	8.3	13.3	-2.2
O=C(Nc1ccc(COc2ccccc2)cc1)Oc1ccccc1N1CCOCC1	1.9	i	1.6	1.1	-4.6	i	26.3	6.2	-4.3
COc1ccc(C(N)c2nccc3cc(OC)c(OC)cc23)cc1OC (stereo not given)	-6.1	i	-13.0	-0.7	-6.9	i	-27.3	4.4	-0.1
O=C(Nc1ccc(N2CCN(C(=O)c3ccco3)CC2)cc1)c1ccc([N+](=O)[O-])cc1Cl	-4.9	i	0.9	4.2	2.3	i	1.6	-4.4	-4.7
COc1ccc(N(CC(=O)NN=C2CCCCCCC2)S(=O)(=O)c2ccccc2)cc1	2.0	i	-3.0	-5.6	4.2	i	-1.9	9.2	4.3
COc1cc(OC)c(OC)cc1/C=N/NC(=S)NCC1CCCO1 (stereo not given)	8.0	i	-6.9	0.5	9.0	i	18.0	4.5	-3.6
CC(C)C(c1nnnn1C1CCCC1)N1CCCc2ccccc21 (stereo not given)	-0.4	i	15.0	1.2	-1.3	i	11.2	-3.6	-0.7
O=C(O)c1ccc(S(=O)(=O)N(Cc2ccc(F)cc2)C2CCCCC2)cc1	1.0	i	2.1	-0.8	-1.6	i	3.8	-20.3	1.3
NS(=O)(=O)c1ccc(NC(=O)COC(=O)c2cc3ccccc3cc2O)cc1	1.1	i	2.6	1.5	-0.2	i	-10.7	-8.2	0.2
COc1cccc(OC)c1C(=O)N1CCOCC1	3.8	i	-5.9	0.8	2.4	i	9.9	0.5	3.7
COc1ccccc1-c1ocnc1C(=O)Nc1ccc(N2CCOCC2)cc1N1CCOCC1	1.6	i	0.3	5.9	-8.3	i	12.2	6.4	-2.2

Following part:
SMILES	MT1-MMP act inh	Rpn11 block	FAS-TE inh	CSN inh	NadD block	Neddyl block	MLLE-PAM2 inh	SKN-1 block	Rin1-Abl PPI inh
CC(C)Sc1nc2c(c(=O)[nH]c(=O)n2C)n1CCc1ccccc1	6.5	i	1.7	-3.8	6.0	i	-71.6	6.9	2.4
COc1ccccc1N(Cc1ccccc1)S(=O)(=O)c1cccc(C(=O)Nc2ccccn2)c1	-1.0	i	24.2	-4.6	2.7	i	-9.8	10.5	1.8
CCOCCCNC(=O)C1CCC(CNS(=O)(=O)c2ccc(OC)cc2)CC1 (stereo not given)	0.2	i	-2.2	-11.5	-1.9	i	4.3	-6.2	-2.8
CCOC(=O)C1(CC2CCCCO2)CCN(Cc2nc(-c3cccs3)oc2C)CC1 (stereo not given)	0.4	i	0.6	-4.9	-3.9	i	4.7	-7.9	-3.1
CCn1nc(NC(=O)c2cccnc2)c2cc3ccccc3nc21	4.4	i	-6.4	-7.1	5.2	+	0.2	5.1	-1.5
Cc1ccc(Oc2c(C=O)c3ccccc3n2C)cc1	-8.4	i	14.5	-2.2	-1.0	i	-12.6	6.0	0.2
COc1ccccc1C(=O)Oc1cc(C)[nH]c(=O)c1[N+](=O)[O-]	2.4	i	-2.5	2.1	-0.4	i	14.7	7.2	1.4
O=[N+]([O-])c1ccccc1S(=O)(=O)N1CCN(c2ccc(F)cc2)CC1	4.3	i	32.2	-1.5	5.0	i	-9.8	-3.8	-2.2
Cc1cccc(OCC(O)Cn2c(N3CCCCC3)nc3c2c(=O)n(C)c(=O)n3C)c1 (stereo not given)	2.3	i	0.9	0.3	-1.5	i	-8.3	0.1	2.3
O=C(NCc1ccccc1)/C(=C\c1ccc(O)cc1)NC(=O)c1ccco1	-0.7	i	-0.8	0.8	0.3	i	-1.1	-4.5	-2.7
